ATXN viability: cell viability loss in ATXN counter-screen | S2 cells (HEK-293 line with an ATXN2-luciferase reporter) viability, CellTiter-Fluor protease fluorescence, 24 h | Potency, µM (highest dose often 56.7 µM), most hits filed as cytotoxic | 400,000 compounds, 0.49% hits | AID 651635; further: potency means the concentration at half of the fitted maximal effect; nearly all actives have a fitted effect of over 40% in size
ATXN2 expr inh: ATXN2 expression inhibition | Potency, µM (titrated, usually from 57 µM), inactives show at the top dose activity change, negative = inhibition, usual class: inhibitors | 360,000 compounds, 0.72% hits | HEK-293 ATXN2-luciferase reporter, luminescence, 24 h; further: potency means the concentration at half of the fitted maximal effect; on the % scale 0 is the no-effect control and ±100 the full control effect; nearly all actives have a fitted effect of over 55% in size
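ATXN2-luciferase reporter cells (luciferase flanked by upstream and downstream ATXN2 gene portions) were treated 24 h at 37 °C with compounds at up to 57 uM. SteadyGlo luminescence gave expression; GF-AFC fluorescence gave viability.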
Nrf2 block: Nrf2 pathway inhibition. 360,000 compounds, 2.1% hits. A549 ARE-Fluc reporter, luciferase luminescence, 18-24 h. Potency, µM (top dose mostly 46 µM), without a hit: at the highest dose activity change, negative = inhibition, usual class: inhibitors; further: potency means the concentration at half of the fitted maximal effect; on the % scale 0 is the no-effect control and ±100 the full control effect; nearly all actives have a fitted effect of over 60% in size
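A549 ARE_Fluc cells, 5000/well, 5% FBS OPTI-MEM; compounds in dose-response, 18-24 h at 37 °C/5% CO2; CellTiter-Fluor viability read (Ex 405/Em 525), then BugLite luciferase luminescence = Nrf2 activity.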
IL2 activator: IL-2 activation. IL-2 activation reporter assay, cell-based qHTS; stimulated with anti-CD3/CD4/CD28 beads; in transgenic mouse T cells. 360,000 compounds, 0.065% hits. activation, % (series mostly up to about 46 µM); in the data active means activation above about 50%; inconclusive means mostly about 30% to 49%; further: 0% is about no effect
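EGFP and DsRed fluorescence is measured by plate cytometry in unstimulated transgenic mouse T cells exposed to compound for 60 minutes, then stimulated 18 hours at 37 degrees C with anti-CD3/anti-CD4 beads plus anti-CD28.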
A549 viability: kills or reduces viability of A549 cells in Nrf2 counter-screen; AID 504648; A549 ARE-Fluc cells, CellTiter-Fluor viability, 18-24 h; 390,000 compounds, 0.16% hits; Potency, µM (doses to about 46 µM), without a hit: at the highest dose activity change, negative = cytotoxicity, actives largely listed as inhibitors; further: potency means the concentration at half of the fitted maximal effect; on the % scale 0 is the no-effect control and ±100 the full control effect
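A549 ARE-Fluc cells in 5% FBS OPTI-MEM, 5000 cells/well, rested 2 h then exposed to compounds in concentration-response for 18-24 h at 37 °C. Viability by CellTiter-Fluor fluorescence (Ex 405/Em 525) after 30 min; luciferase luminescence (BugLite, 15 min, RT) read afterwards.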
HepG2 tox: HepG2 cytotoxicity, counter-screen for TGF-b inhibitors; AID 588856; Potency, µM (doses to about 46.1 µM), inactives show at the highest dose activity change, negative = cytotoxicity, usual class: cytotoxic; 410,000 compounds, 0.76% hits; HepG2 CAGA-GFP viability, ATP luminescence, 18 h; further: potency means the concentration at half of the fitted maximal effect; some results filed as inactive show a strong effect at the top dose
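CellTiter-Glo luminescence gave cytotoxicity after 18 hours at 37 degrees C. The cells were HepG2 CAGA-GFP in 1% FBS DMEM, stimulated with 500 pg/mL TGF-beta after compound addition. %Activity was normalised to no-cell wells (complete cell-killing) and DMSO (no toxicity), and curves were fitted and classified.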
EPAC2 ag: activates human EPAC2 exchange factor; EPAC2 activation, biochemical qHTS; response scale: 100% = 6.5 mM cAMP response; Potency, µM (series often up to 154 µM), for inactives: at the top dose activation, most hits filed as activators; Q8WZA2; 360,000 compounds, 0.079% hits; further: potency means the concentration at half of the fitted maximal effect; nearly all actives have a fitted effect of over 50% in size
Target sequence (Q8WZA2 whole entry, looked up): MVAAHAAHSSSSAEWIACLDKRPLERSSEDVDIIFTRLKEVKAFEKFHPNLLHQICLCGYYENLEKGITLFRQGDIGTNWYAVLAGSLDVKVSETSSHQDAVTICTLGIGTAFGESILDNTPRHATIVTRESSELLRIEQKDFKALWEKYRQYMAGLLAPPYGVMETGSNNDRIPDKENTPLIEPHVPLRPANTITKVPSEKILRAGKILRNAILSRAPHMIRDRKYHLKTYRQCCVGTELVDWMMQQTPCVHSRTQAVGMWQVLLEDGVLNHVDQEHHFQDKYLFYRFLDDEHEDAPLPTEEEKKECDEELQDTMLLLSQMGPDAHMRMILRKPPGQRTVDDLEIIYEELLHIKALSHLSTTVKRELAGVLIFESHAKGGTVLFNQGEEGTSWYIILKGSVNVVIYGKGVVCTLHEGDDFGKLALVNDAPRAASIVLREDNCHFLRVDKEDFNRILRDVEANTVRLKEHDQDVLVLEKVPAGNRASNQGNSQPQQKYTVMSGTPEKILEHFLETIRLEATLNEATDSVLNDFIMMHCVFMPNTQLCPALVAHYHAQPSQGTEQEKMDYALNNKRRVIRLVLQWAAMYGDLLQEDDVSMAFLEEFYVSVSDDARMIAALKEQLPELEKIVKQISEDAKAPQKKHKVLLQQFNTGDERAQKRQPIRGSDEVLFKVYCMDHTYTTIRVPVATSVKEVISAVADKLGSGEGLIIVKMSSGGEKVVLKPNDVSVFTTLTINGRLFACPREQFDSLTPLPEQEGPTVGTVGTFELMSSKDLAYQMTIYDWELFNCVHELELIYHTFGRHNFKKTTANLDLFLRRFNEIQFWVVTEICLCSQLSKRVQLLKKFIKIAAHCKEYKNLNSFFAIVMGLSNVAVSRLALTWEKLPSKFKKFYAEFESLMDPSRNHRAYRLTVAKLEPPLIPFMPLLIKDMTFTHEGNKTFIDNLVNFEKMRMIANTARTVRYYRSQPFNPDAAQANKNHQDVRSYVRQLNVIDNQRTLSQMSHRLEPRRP
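Nucleotide exchange monitored as fluorescence drop when BODIPY-GDP leaves Rap1B. Reaction: 100 nM EPAC2, 250 nM RAP1B-BODIPY-GDP, 50 uM GDP, room temperature, kinetic read over 30 min. Activity expressed relative to 6.5 mM cAMP.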
TGFb inhibitor: inhibitors of TGF-b signaling. HepG2 CAGA-GFP TGF-b/SMAD3 reporter, GFP fluorescence, 18 h; TGF-beta stimulated, 500 pg/mL final. Potency, µM (highest dose often 46.1 µM), without a hit: at the top dose activity, negative = inhibition, hits mostly inhibitors. 410,000 compounds, 1.2% hits. AID 588855; further: potency means the concentration at half of the fitted maximal effect; on the % scale 0 is the no-effect control and ±100 the full control effect; nearly all actives have a fitted effect of over 65% in size
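Per well, imaged GFP fluorescence of HEPG2 CAGA-GFP cells gives the signal; cells get compound, then TGF-beta (500 pg/mL final), 18 h at 37 degrees C; %Activity versus -TGF-beta and +DMSO controls.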
Nrf2 activator: activators of Nrf2 (ARE) signaling. AREc32 ARE-luciferase reporter (MCF7-derived line), luminescence, 24 h. Potency, µM (series often up to 46.1 µM), inactives show top-dose activation, usual class: activators. 410,000 compounds, 0.31% hits. AID 624171; further: potency means the concentration at half of the fitted maximal effect; % of control where 0% means no effect; nearly all actives have a fitted effect of over 65% in size
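Cells of the AREc32 ARE-luciferase line are plated in OPTI-MEM containing 5% FBS and left overnight at 37 deg C. Compounds are pinned in, incubation continues 24 hr, and firefly luciferase signal is then measured.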
An asterisk follows results filed as active. Unless noted, the call rests on the fitted dose curve; in most records, active means well fitted curve in the direction sought with a large enough effect; inconclusive means small, poorly fitted or top-dose-only effect, or another doubt; inactive means no such curve, though single readings can be large; an effect the other way counts as inactive or inconclusive.

Results for COc1ccc(Nc2nc(C)cc(-c3cc(-c4ccccc4)on3)n2)cc1 ?
ATXN viability: inactive; ATXN2 expr inh: 1%; Nrf2 block: -1%; IL2 activator: -0.3; A549 viability: -3%; HepG2 tox: 2%; EPAC2 ag: 5%; TGFb inhibitor: -3%; Nrf2 activator: -0.1%

Results for O=C(N/N=C/c1ccncc1)c1cccc(NC(=O)c2ccccc2Cl)c1 ?
ATXN viability: inactive; ATXN2 expr inh: -6%; Nrf2 block: 0%; IL2 activator: 2.4; A549 viability: 15%; HepG2 tox: -18%; EPAC2 ag: 1%; TGFb inhibitor: 7%; Nrf2 activator: -0.6%

What do the screens show for `COc1ccc(C(=O)NC(C)C2CC3CCC2C3)cc1` (configuration not stated)?
ATXN viability: inactive; ATXN2 expr inh: 3%; Nrf2 block: -1%; IL2 activator: -0.6; A549 viability: 4%; HepG2 tox: 12%; EPAC2 ag: 0%; TGFb inhibitor: -1%; Nrf2 activator: -0.7%

What do the screens show for `C/C(=N\Nc1ccc(C)c(Cl)c1)c1ccncc1`?
ATXN viability: inactive; ATXN2 expr inh: 1%; Nrf2 block: 0%; IL2 activator: 0.1; A549 viability: -9%; HepG2 tox: -17%; EPAC2 ag: 7%; TGFb inhibitor: 13%; Nrf2 activator: 21%

Results for NC(=O)c1c(NC(=O)C(=O)NCCCN2CCOCC2)sc2c1CCCC2 ?
ATXN viability: inactive; ATXN2 expr inh: -22%; Nrf2 block: -6%; IL2 activator: -1.1; A549 viability: 3%; HepG2 tox: 5%; EPAC2 ag: 9%; TGFb inhibitor: -16%; Nrf2 activator: -0.7%

Results for COC(=O)C1CCCCN1C(=O)c1ccc(OC2CCN(C(C)=O)CC2)c(OC)c1 (configuration not stated) ?
ATXN viability: inactive; ATXN2 expr inh: 7%; Nrf2 block: 15%; IL2 activator: -0.4; A549 viability: -1%; HepG2 tox: -5%; EPAC2 ag: 2%; TGFb inhibitor: 0%; Nrf2 activator: -0.5%

Results for Cc1cc(S(=O)(=O)N(Cc2ccc(C(C)C)cc2)CC2CCCO2)ccc1-n1cnnn1 (configuration not stated) ?
ATXN viability: inactive; ATXN2 expr inh: -2%; Nrf2 block: 23µM*; IL2 activator: -1.2; A549 viability: -10%; HepG2 tox: -3%; EPAC2 ag: -11%; TGFb inhibitor: inconclusive; Nrf2 activator: -0.6%

Results for COc1ccc(C(C)=O)cc1CSc1nc(Nc2ccc(F)c(F)c2)c2ccccc2n1 ?
A549 viability: -9%; HepG2 tox: -6%; TGFb inhibitor: 0%; Nrf2 activator: 9.3%

What do the screens show for `COC(=O)c1ccc(COc2ccc(C#N)cc2)o1`?
ATXN viability: inconclusive; ATXN2 expr inh: -1%; Nrf2 block: -4%; IL2 activator: 0.6; A549 viability: 6%; HepG2 tox: 0%; EPAC2 ag: 1%; TGFb inhibitor: 10%; Nrf2 activator: 0.4%

How did COc1ccccc1C(=O)NCC(=O)OC(C)C(=O)N1CCOCC1 (configuration not stated) do in these assays?
ATXN viability: inactive; ATXN2 expr inh: -1%; Nrf2 block: 6%; IL2 activator: 1.3; A549 viability: 7%; HepG2 tox: -3%; EPAC2 ag: 0%; TGFb inhibitor: 3%; Nrf2 activator: -0.4%

What do the screens show for `Cc1ccc(O)c(NC(=O)c2cccc(NC(=O)c3ccco3)c2)c1`?
ATXN viability: inconclusive; ATXN2 expr inh: 16%; Nrf2 block: 11%; IL2 activator: 4.6; A549 viability: -3%; HepG2 tox: -21%; EPAC2 ag: -9%; TGFb inhibitor: -8%; Nrf2 activator: inconclusive

How did Cn1c(=O)c2[nH]c(SCCN)nc2n(C)c1=S do in these assays?
ATXN viability: inactive; ATXN2 expr inh: 1%; Nrf2 block: 10%; IL2 activator: -2.8; A549 viability: -1%; HepG2 tox: 0%; EPAC2 ag: -1%; TGFb inhibitor: 7%; Nrf2 activator: 1.2%

Results for COc1ccc(-c2cc(C(=O)N/N=C(\C)c3cccnc3)c3ccccc3n2)c(OC)c1 ?
ATXN viability: inconclusive; ATXN2 expr inh: 6%; Nrf2 block: 13%; IL2 activator: 1.4; A549 viability: -10%; HepG2 tox: -17%; EPAC2 ag: -3%; TGFb inhibitor: -27%; Nrf2 activator: 0.5%

Results for CCc1ccc(NC(=O)C(=O)NCCc2csc(-c3cccc(F)c3)n2)cc1 ?
ATXN viability: inactive; ATXN2 expr inh: -1%; A549 viability: 16%; HepG2 tox: -4%; TGFb inhibitor: 12%; Nrf2 activator: 3.0%

How did CC(C)c1nnc2c(N(C)S(=O)(=O)c3ccccc3)nc3ccccc3n12 do in these assays?
ATXN viability: inactive; ATXN2 expr inh: 7%; Nrf2 block: -7%; IL2 activator: -3.8; A549 viability: 17%; HepG2 tox: 5%; EPAC2 ag: 4%; TGFb inhibitor: -6%; Nrf2 activator: 0.2%

Results for COCCCn1c(C)cc(C(=O)CN2c3cccc4cccc(c34)S2(=O)=O)c1C ?
ATXN viability: inactive; ATXN2 expr inh: 6%; Nrf2 block: -4%; IL2 activator: -0.4; A549 viability: 5%; HepG2 tox: -6%; EPAC2 ag: 8%; TGFb inhibitor: 6%; Nrf2 activator: 0.4%

How did CC(=O)c1ccc2ccccc2c1OC(=O)c1ccncc1 do in these assays?
ATXN viability: inactive; IL2 activator: -3.3; HepG2 tox: -16%; EPAC2 ag: 9%; TGFb inhibitor: -2%; Nrf2 activator: 3.8%

What do the screens show for `COC(=O)[C@@]1(Cc2ccccc2)[C@H]2C(=O)N(Cc3ccccc3)C(=O)[C@H]2[C@H]2CN(C)C(=NCc3ccccc3)N21`?
ATXN viability: inactive; ATXN2 expr inh: 1%; Nrf2 block: -1%; IL2 activator: -0.1; A549 viability: -7%; HepG2 tox: -3%; EPAC2 ag: 3%; TGFb inhibitor: -3%; Nrf2 activator: 3.0%

What do the screens show for `Cc1cc(OC(C)C(=O)NCCCN2CCCC2=O)c2c(C)c(C)c(=O)oc2c1` (configuration not stated)?
ATXN viability: inactive; ATXN2 expr inh: 5%; Nrf2 block: 7%; IL2 activator: -1.2; A549 viability: -3%; HepG2 tox: 18%; EPAC2 ag: 9%; TGFb inhibitor: -2%; Nrf2 activator: -0.6%

Results for CCN(CC(=O)Nc1c(F)cccc1F)C(=O)c1cc(S(=O)(=O)N(CC)CC)ccc1N1CCCCC1 ?
ATXN viability: inactive; ATXN2 expr inh: -17%; Nrf2 block: 8.2µM*; IL2 activator: -2.0; A549 viability: 3%; HepG2 tox: -1%; EPAC2 ag: -12%; TGFb inhibitor: 0%; Nrf2 activator: -0.9%

Results for CC(=O)Nc1ccc(S(=O)(=O)CCC#N)cc1 ?
ATXN viability: inactive; ATXN2 expr inh: 6%; Nrf2 block: 15%; IL2 activator: -1.3; A549 viability: 4%; HepG2 tox: -8%; EPAC2 ag: 7%; TGFb inhibitor: -4%; Nrf2 activator: 0.0%

How did CN1CCN(S(=O)(=O)c2ccc(Cl)s2)CC1 do in these assays?
ATXN viability: inactive; ATXN2 expr inh: 3%; Nrf2 block: 1%; IL2 activator: -4.3; A549 viability: 1%; HepG2 tox: 2%; EPAC2 ag: 2%; TGFb inhibitor: -11%; Nrf2 activator: -0.8%

What do the screens show for `CCc1ccc(NC(=O)N2CCN(c3ccccc3)CC2)cc1`?
ATXN viability: inactive; ATXN2 expr inh: -8%; Nrf2 block: inconclusive; IL2 activator: -3.7; A549 viability: 1%; HepG2 tox: -3%; EPAC2 ag: 0%; TGFb inhibitor: -16%; Nrf2 activator: 5.8%

Results for CCC(Sc1nc2nccnc2c(=O)n1Cc1ccc(Cl)cc1)C(=O)NC1CCCCC1 (configuration not stated) ?
Nrf2 block: 3%; A549 viability: -16%; HepG2 tox: -25%; TGFb inhibitor: -25%; Nrf2 activator: -1.0%

Results for COc1cccc(CN(C)C(=O)c2ccc(S(=O)(=O)Nc3ccccc3F)cc2)c1OC ?
ATXN viability: inactive; ATXN2 expr inh: 0%; Nrf2 block: -17%; IL2 activator: -4.2; A549 viability: -1%; HepG2 tox: 3%; EPAC2 ag: -2%; TGFb inhibitor: -8%; Nrf2 activator: 0.3%

What do the screens show for `Cc1ccc2nc(NC(=O)C3CCN(S(=O)(=O)c4cccnc4)CC3)sc2c1`?
ATXN viability: inconclusive; ATXN2 expr inh: inconclusive; Nrf2 block: inconclusive; IL2 activator: -3.6; A549 viability: -5%; HepG2 tox: -11%; EPAC2 ag: 5%; TGFb inhibitor: -11%; Nrf2 activator: 0.6%

Results for O=C(NCCCN1CCOCC1)c1cc(-c2cccs2)on1 ?
ATXN viability: inactive; ATXN2 expr inh: -16%; Nrf2 block: inconclusive; IL2 activator: -1.5; A549 viability: 6%; HepG2 tox: 0%; EPAC2 ag: 8%; TGFb inhibitor: -21%; Nrf2 activator: inconclusive

2 entries drawn at random from the list so far:
How did COc1ccccc1C(=O)NCC(=O)OC(C)C(=O)N1CCOCC1 (configuration not stated) do in these assays?
ATXN viability: inactive; ATXN2 expr inh: -1%; Nrf2 block: 6%; IL2 activator: 1.3; A549 viability: 7%; HepG2 tox: -3%; EPAC2 ag: 0%; TGFb inhibitor: 3%; Nrf2 activator: -0.4%

What do the screens show for `Cc1cc(OC(C)C(=O)NCCCN2CCCC2=O)c2c(C)c(C)c(=O)oc2c1` (configuration not stated)?
ATXN viability: inactive; ATXN2 expr inh: 5%; Nrf2 block: 7%; IL2 activator: -1.2; A549 viability: -3%; HepG2 tox: 18%; EPAC2 ag: 9%; TGFb inhibitor: -2%; Nrf2 activator: -0.6%

Screening results: PubChem, National Center for Advancing Translational Sciences (NCATS)
